Screening data: PubChem BioAssay, several laboratories
TCR-CD3 inh – human TCR-CD3 binding inhibition; TAMRA-labeled TCR probe fluorescence, biochemical; actives 0.37% (n = 360,000); inhibition, % at 9.4 µM; AID 651800; in the data active = inhibition above about 19%;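 also: recombinant mutant TCR 2C K166C tagged with TAMRA read by polarization; 0% = receptor in buffer alone and 100% = receptor with positive control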
HTRA1 inh – inhibitors of human serine peptidase HTRA1; Q92743; recombinant HTRA1, FP-rhodamine activity-based probe, fluorescence polarization; inhibition, % at 5.96 µM; actives 0.5% (n = 340,000); AID 504803; in the data active = inhibition above about 36%;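 also: 0% = enzyme with DMSO and 100% = wells lacking enzyme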
ABHD4 inh – inhibits mouse alpha/beta hydrolase domain 4. purified mABHD4, FP-Rh probe fluorescence polarization. actives 0.54% (n = 370,000). inhibition, % at 8.92 µM. AID 720543;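 active = inhibition exceeding the mean over every tested compound plus 3 SD, cut at about 30% in these data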;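 also: 0% = plate median of compound wells and 100% = S159A mutant with DMSO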
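system = mouse ABHD4 enzyme, wild type | medium = HEPES pH 7.0, NaCl, Pluronic buffer | also added = FP-Rh probe | incubation = Enzyme–compound pre-incubation 45 min, then probe 60 min, both 25 °C | technique = fluorescence polarization, excitation 525 nm, emission 598 nm, BODIPY TMR filters | controls = S159A mutant high control, sample median low control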
MBD2 inh – inhibitors of human MBD2 binding to methylated oligonucleotide | inhibition, % at 4.4 µM | TR-FRET | Q9UBB5 | AID 686964 | actives 0.31% (n = 370,000); in the data active = inhibition above about 13%
rCAG RNA binder – binds r(CAG) RNA repeats | AID 651821 | inhibition, % at 3 µM | actives 1.3% (n = 370,000) | r(CAG) RNA repeat, TO-PRO-1 dye displacement fluorescence;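 active = inhibition above the plate cutoff, the mean of all test compounds on that plate plus 3 SD, cut at about 35% in these data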;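 also: 0% = DMSO alone and 100% = 100 µM mitoxantrone as full dye displacement; higher means more dye released from RNA so lower well fluorescence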
PRMT1 FP inh – inhibitors of human PRMT1; AID 652257; inhibition, % at 2.79 µM; Q99873; recombinant PRMT1, activity-based probe fluorescence polarization; actives 1.3% (n = 370,000);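 active = inhibition above about 21% made by adding two undisclosed values, limit read from the data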
Target sequence (Q99873 whole entry, looked up): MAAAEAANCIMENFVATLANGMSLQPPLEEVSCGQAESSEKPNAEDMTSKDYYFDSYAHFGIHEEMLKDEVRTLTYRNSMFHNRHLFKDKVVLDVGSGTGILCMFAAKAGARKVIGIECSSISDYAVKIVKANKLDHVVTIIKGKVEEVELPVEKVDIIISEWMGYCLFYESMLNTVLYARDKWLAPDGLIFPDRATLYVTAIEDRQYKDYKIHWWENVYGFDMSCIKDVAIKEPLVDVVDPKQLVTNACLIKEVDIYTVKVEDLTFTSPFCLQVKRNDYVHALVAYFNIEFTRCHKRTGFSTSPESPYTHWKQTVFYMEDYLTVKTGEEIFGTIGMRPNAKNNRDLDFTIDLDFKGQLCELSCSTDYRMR
UHRF1 binding – human UHRF1 methylated DNA binding inhibitors; Q96T88; UHRF1 binding to methylated oligo, TR-FRET; inhibition, % at 4.4 µM; actives 0.75% (n = 370,000); AID 687016; in the data active = inhibition above about 21%;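 also: UHRF1 SRA domain binding a hemimethylated CpG hairpin DNA probe; 0% = median of test compound wells and 100% = reference inhibitor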
PG9 Ab binder – small molecules binding HIV-1 gp120 antibody PG9; TR-FRET gp120-PG9 antibody binding; inhibition, % at 6.7 µM; actives 0.43% (n = 360,000); in the data active = inhibition above about 8.5%
LEDGF integ inh – blocks HIV-1 LEDGF/p75-dependent DNA integration | AID 743269 | TR-FRET IN-LEDGF/p75 DNA integration, Eu/Cy5 | actives 0.64% (n = 370,000) | inhibition, % at 3.7 µM;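 active = inhibition above the screen-wide mean plus 3 SD, cut at about 13% in these data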;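 also: signal is the Cy5 over europium emission ratio at 671 and 618 nm; 0% = plate median of compound wells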
NR1D1 modulator – modulates human Rev-erb alpha binding to DNA; Rev-erbα–FITC-DNA binding, fluorescence polarization, 90 min; P20393; activity, % at 10 µM; actives 0.79% (n = 370,000);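 active = activity above about 14%, limit read from the data; passing the limit was not always enough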;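 also: 0% = DMSO wells with 35 nM protein and 100% = DMSO wells with 750 nM protein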
Target sequence (P20393 whole entry, looked up): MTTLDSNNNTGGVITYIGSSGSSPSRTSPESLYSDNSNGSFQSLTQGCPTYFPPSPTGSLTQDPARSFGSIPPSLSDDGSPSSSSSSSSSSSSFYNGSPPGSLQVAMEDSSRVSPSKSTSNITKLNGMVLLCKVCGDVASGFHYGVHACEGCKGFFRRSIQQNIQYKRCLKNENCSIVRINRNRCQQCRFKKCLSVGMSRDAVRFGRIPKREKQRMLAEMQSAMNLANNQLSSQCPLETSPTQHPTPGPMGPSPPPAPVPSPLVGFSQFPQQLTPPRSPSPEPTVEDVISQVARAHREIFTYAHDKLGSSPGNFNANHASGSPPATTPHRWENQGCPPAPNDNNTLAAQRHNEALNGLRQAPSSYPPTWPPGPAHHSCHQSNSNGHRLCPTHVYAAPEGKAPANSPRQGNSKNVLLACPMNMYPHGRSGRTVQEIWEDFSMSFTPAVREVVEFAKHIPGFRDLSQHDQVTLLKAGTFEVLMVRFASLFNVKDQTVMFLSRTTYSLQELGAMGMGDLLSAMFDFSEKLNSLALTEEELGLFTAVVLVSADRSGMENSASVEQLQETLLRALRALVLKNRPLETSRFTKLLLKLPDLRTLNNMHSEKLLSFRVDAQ
* = called active by the depositor; . = not tested or not shown. Only part of the results is shown; rates above refer to the full screens.

SMILES	TCR-CD3 inh	HTRA1 inh	ABHD4 inh	MBD2 inh	rCAG RNA binder	PRMT1 FP inh	UHRF1 binding	PG9 Ab binder	LEDGF integ inh	NR1D1 modulator
Cc1nc(C(=O)O)cc2c1[nH]c1ccccc12	5	8	2	0	6	1	-4	1.1	-3	6
CCN(CC(=O)Nc1ccc(OC)cc1)C(=O)c1ccc2c(c1)NC(=O)C(C)S2 (stereo not given)	-10	-1	-13	7	1	9	3	0.5	-6	3
Cn1c(SCC#N)nnc1-c1cccnc1	3	4	-5	-6	0	-2	1	-1.2	-1	1
O=C(COC(=O)c1ccccc1NCc1ccco1)Nc1ccc2c(c1)OCO2	9	2	-1	-2	10	0	-1	0.2	1	5
CCc1cc(C(=O)N2CCN(C(=O)c3ccco3)CC2)sc1C	-13	-1	-5	5	-2	5	0	0.4	-3	0
COCCn1c(SCC(=O)Nc2ccc3[nH]c(=O)[nH]c3c2)nc2ccccc2c1=O	3	-1	0	0	2	-1	-1	-0.9	4	3
O=C(c1ccc(Cl)c(Cl)c1)N1CCC(=O)N(C(COCc2cccc(Cl)c2)Cc2ccccc2)CC1 (stereo not given)	4	-79	-10	-1	6	1	-1	0.4	0	-1
Cc1ccccc1C(=O)NC1CCN(Cc2nnnn2Cc2ccc(F)cc2)CC1	0	7	-1	0	-6	-1	1	-0.9	-1	-1
CSc1ccc(CCNC(=O)C2CCCN(S(=O)(=O)N3CCOCC3)C2)cc1 (stereo not given)	-1	6	3	0	-5	1	1	-1.0	-2	-2
COc1ccc(-c2cc(C(=O)Nc3c(C)n(C)n(-c4ccccc4)c3=O)c3ccccc3n2)c(OC)c1	7	-5	-4	3	3	-1	4	-0.2	-1	-3
O=C(c1ccccc1)N(Cc1nc2ccccc2c(=O)[nH]1)C1CCCCC1	-3	0	0	-5	-6	-2	1	0.0	5	-1
CCOC(=O)c1c(C)[nH]c(C(=O)OCc2ccccc2F)c1C	-1	-10	-10	2	-3	-4	-2	0.5	5	-1
CC(NC(=O)C(=O)NN=C1CCCCCCC1)c1ccccc1 (stereo not given)	-1	-1	9	2	-3	2	-1	-0.2	3	0
C=CCn1c(NCc2ccccc2)nc2ccccc21	-5	6	1	5	-5	1	4	2.0	2	0
Cc1c(C(C)c2ccccc2O)[nH]c2ccccc12 (stereo not given)	.	.	-13	-4	5	3	-2	.	-2	1

Reprinted from the part before: 2 compounds, then new ones.
SMILES	TCR-CD3 inh	HTRA1 inh	ABHD4 inh	MBD2 inh	rCAG RNA binder	PRMT1 FP inh	UHRF1 binding	PG9 Ab binder	LEDGF integ inh	NR1D1 modulator
C=CCn1c(NCc2ccccc2)nc2ccccc21	-5	6	1	5	-5	1	4	2.0	2	0
Cc1c(C(C)c2ccccc2O)[nH]c2ccccc12 (stereo not given)	.	.	-13	-4	5	3	-2	.	-2	1
CCOC(=O)c1c2c(n(Cc3ccccc3)c1C)C(=O)C(=O)c1ccccc1-2	10	46*	39*	-9	7	0	2	-2.7	17*	-20
Cc1ccc(C(=O)NNC(=O)c2n[nH]c(=O)c3ccccc23)cc1C	-1	-3	-1	0	3	-1	2	-0.4	2	1
O=C(c1cc(COc2c(F)cccc2F)on1)N1CCC(c2ccccc2Cl)C1 (stereo not given)	-3	-30	-20	3	3	-2	4	-2.1	1	0
COc1ccc(/C=C/C(=O)O)cc1S(=O)(=O)NCc1ccccc1	2	3	0	8	4	-2	13	-1.0	88*	1
CCOC(=O)C1CCN(Cc2ccc(F)cc2)CC1	0	10	6	1	-6	1	6	0.9	-3	2
Nc1[nH]c(C(=O)c2ccccc2)c(-c2ccc(Cl)cc2Cl)c1C(=O)c1ccccc1	4	.	-1	-5	6	-4	-1	0.8	5	6
Cc1nnc(SCC(=O)N2CC(=O)Nc3ccccc32)n1-c1ccccc1	3	-5	2	-8	-3	-4	-3	-3.0	3	4
O=C(Cn1ccsc1=NC(=O)C(F)(F)F)c1ccccc1	5	0	0	5	4	2	-5	0.0	-1	2
O=C(CSc1c(Cl)cccc1Cl)N1CCC(c2nc3ccccc3s2)CC1	7	-8	-2	-5	-1	-3	-1	-0.7	4	0
COc1ccc(NC(=O)C2CCCN2C(=O)OCc2ccccc2)cc1 (stereo not given)	6	9	-2	-2	0	-3	-1	0.8	3	3
CCc1nc2c(OCc3ccc(F)c(F)c3)cccn2c1N(C)C(=O)C(C)C	2	.	3	0	-2	0	-2	0.7	-2	-1
COCCNC(=O)C1(C)CCCN(Cc2ccc(-c3ccccn3)cc2)C1 (stereo not given)	-2	.	-1	-2	0	0	4	0.1	-1	-1
Cc1cc(SCC(=O)Nc2ccc(O)cc2)n2nc(C)c(-c3ccccc3)c2n1	-3	-7	-12	-1	21	0	0	1.9	1	-2
O=C(CCN=C1NS(=O)(=O)c2ccccc21)OCC(=O)c1ccccc1	-2	-4	-9	0	9	4	32*	1.5	1	8
S=c1[nH]nc(-c2ccccn2)n1/N=C/c1c(Cl)cccc1Cl	3	3	3	-2	1	-3	1	-0.6	2	-5

3 compounds already listed, ordered by length of the SMILES, lowest first:
SMILES	TCR-CD3 inh	HTRA1 inh	ABHD4 inh	MBD2 inh	rCAG RNA binder	PRMT1 FP inh	UHRF1 binding	PG9 Ab binder	LEDGF integ inh	NR1D1 modulator
COc1ccc(/C=C/C(=O)O)cc1S(=O)(=O)NCc1ccccc1	2	3	0	8	4	-2	13	-1.0	88*	1
CCc1nc2c(OCc3ccc(F)c(F)c3)cccn2c1N(C)C(=O)C(C)C	2	.	3	0	-2	0	-2	0.7	-2	-1
Nc1[nH]c(C(=O)c2ccccc2)c(-c2ccc(Cl)cc2Cl)c1C(=O)c1ccccc1	4	.	-1	-5	6	-4	-1	0.8	5	6

Arranged by value in HTRA1 inh (largest number first): some entries from above
structure	HTRA1 inh
S=c1[nH]nc(-c2ccccn2)n1/N=C/c1c(Cl)cccc1Cl	3
O=C(CCN=C1NS(=O)(=O)c2ccccc21)OCC(=O)c1ccccc1	-4
COc1ccc(-c2cc(C(=O)Nc3c(C)n(C)n(-c4ccccc4)c3=O)c3ccccc3n2)c(OC)c1	-5

Other structures follow:
SMILES	TCR-CD3 inh	HTRA1 inh	ABHD4 inh	MBD2 inh	rCAG RNA binder	PRMT1 FP inh	UHRF1 binding	PG9 Ab binder	LEDGF integ inh	NR1D1 modulator
Cc1cccc(NC(=O)NNC(=O)COc2ccc([N+](=O)[O-])cc2)c1C	4	5	0	-5	1	0	-1	-0.2	0	2
CCC(=O)OCC(=O)Nc1cc(C)c(C)cc1[N+](=O)[O-]	4	0	0	-3	-1	1	-2	-0.1	-1	-4
CCCCn1c(N)c(N(CCC(C)C)C(=O)c2ccc(N3CCCC3=O)cc2)c(=O)[nH]c1=O	-4	1	5	-1	-3	1	0	1.6	0	4
Cn1c(=O)c2c(nc(N/N=C/c3ccc(OC(=O)c4ccco4)cc3)n2Cc2ccccc2)n(C)c1=O	2	10	2	5	9	3	2	-0.4	4	1
COc1ccccc1NC(=O)c1cc2c(cc1Cl)N1CCCCCC1=NS2(=O)=O	-7	7	-5	1	0	-2	2	-0.7	1	-4
COC(=O)c1ccc(CN2CCCC(C(=O)c3ccccc3OC)C2)cc1 (stereo not given)	2	2	1	-4	-10	-3	-3	0.4	1	8
COc1ccc(-c2cc3c(=O)n(CC(=O)Nc4ccc(C(C)=O)cc4)ncn3n2)cc1	5	10	-2	2	2	-2	-2	-2.0	1	34*
Cc1nnc(NC(=O)c2ccc(Br)o2)s1	10	8	-7	-6	2	0	-1	-0.9	-5	-5
COCCNC(=O)C(C#N)c1nc2ccccc2nc1N1CCCCCC1 (stereo not given)	6	4	6	-14	-3	4	-15	-0.6	2	-4
Cc1cccc(NC(=O)COC(=O)c2cccs2)c1C	-3	3	3	4	0	0	4	-1.3	0	-4
CCOc1ccc(NC(=S)NCCCN2CCN(c3ccc(OC)cc3)CC2)cc1	0	-3	1	-3	-8	-2	-2	-0.4	4	-4
C[C@H](CO)N1C[C@H](C)[C@@H](CN(C)C(=O)Nc2ccc(-c3cccs3)cc2)OCc2cn(nn2)CCCC1=O	2	.	0	0	10	-1	0	0.9	-3	-2
CC(C)N1C(=O)S/C(=C/c2ccc3c(c2)n(C)c(=O)n3C)C1=O	8	2	1	1	-1	-2	-1	-4.4	0	-5
Cc1ccc(S(=O)(=O)CC(=O)N(CCCN(C)C)c2nc3ccc(C)cc3s2)cc1	-4	-3	-6	-6	-2	-5	5	-2.6	4	-5
COC(=O)c1cc(NC2c3ncccc3C(=O)N2Cc2ccccc2)cc(C(=O)OC)c1 (stereo not given)	-8	1	3	3	-3	1	6	-0.5	-3	-6
O=C1CC(c2ccccc2)Cc2nc(NC3CC3)ncc21 (stereo not given)	2	-2	-4	7	0	0	0	-2.2	-4	-5
COC(=O)C1NC(=O)N2C(C(=O)OC)C(C)(C)S[C@H]12 (stereo not given in full)	4	-2	3	0	-3	0	-2	-1.0	-3	5
Cc1ccc(C(=O)OCC(=O)NCCN2C(=O)CSC2=O)cc1[N+](=O)[O-]	-4	2	1	-1	2	-3	-2	-0.7	-2	10
O=C1NC[C@@H](CCCCN2CCN(CCc3ccc(O)cc3)C(=O)C2=O)N(CCc2ccc(O)cc2)C1=O	1	.	3	-2	7	2	3	-0.8	2	-1
COc1ccc(CC(=O)NNC(=O)COc2ccc(C)cc2)cc1S(=O)(=O)N1CCOCC1	1	9	-3	-3	0	2	0	-0.6	-3	6
Cc1cc(Br)cn2c(Cc3ccccc3)c(-c3ccc(F)cc3)nc12	0	.	-21	0	18	0	19	2.8	8	5
Cc1ccc2c(CN3CCC(C)CC3)cc(=O)oc2c1C	6	-5	0	-1	0	-3	-2	-0.3	1	-2
Cc1ccc(Nc2nc(NCCCN3CCOCC3)nc(N)c2[N+](=O)[O-])cc1C	-8	-1	-8	9	-2	3	9	2.0	1	0
CN(C)S(=O)(=O)c1ccc(-c2csc(N/N=C/c3ccc(O)cc3)n2)cc1	-5	26	-3	-3	32	7	20	-2.9	-2	0
Cc1cc(C)cc(OCC(=O)N/N=C/c2ccncc2)c1	3	-9	-5	2	-1	1	2	-0.1	1	-2

UHRF1 binding: what is marked active above
Compound | TCR-CD3 inh | HTRA1 inh | ABHD4 inh | MBD2 inh | PRMT1 FP inh | UHRF1 binding | PG9 Ab binder | LEDGF integ inh | NR1D1 modulator
O=C(CCN=C1NS(=O)(=O)c2ccccc21)OCC(=O)c1ccccc1 | -2 | -4 | -9 | 0 | 4 | 32* | 1.5 | 1 | 8
